Screening results as filed in PubChem.
K1F lysis inhibition – inhibition of K1F phage lysis, E. coli UTI89, bacterial capsule biogenesis inhibitors, alamar blue (AID 488966) | E. coli UTI89 K1F phage lysis, alamar blue, 2 h; higher % means a stronger effect | inhibition, % at 100 µM, or IC50 in µM where a hit was titrated | 340,000 compounds, 0.02% hits;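 active means phage lysis inhibition, versus mean bacterial control, above a set limit; inconclusive means no clear call, values can overlap the other calls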;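 further: capsule biogenesis inhibitors block K1F phage lysis so surviving cells raise fluorescence; higher fluorescence means more inhibition of phage lysis; actives were called in the ten point dose series up to 300 µM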
* = called active by the depositor; ? = inconclusive; [ ] = another dose, or the depositor's remark. Only part of the results is shown; rates above refer to the full screens.

molecule	K1F lysis inhibition
CC(=O)Nc1ccc(C=NNC(=O)CCCC(=O)NN=Cc2ccc(NC(C)=O)cc2)cc1	5.4%
COc1cc(OC)c2c(-c3ccccc3)cc(C3CCCCC3)nc2c1	0.1%
CCN1CCN(c2ccc(S(=O)(=O)N3CCCCC3)cc2NC(=O)Cc2ccccc2F)CC1	0.5%[50 µM]
CN(c1ccccc1)S(=O)(=O)c1cccc(C(=O)OCC(=O)Nc2ccc3[nH]c(=O)[nH]c3c2)c1	0.3%[50 µM]
CCOC(=O)c1ccccc1NC(=O)COC(=O)CCNS(=O)(=O)c1cccs1	0.6%[50 µM]
CCC1NC(C(=O)O)Cc2c1[nH]c1ccccc21 (stereo not given)	-8.4%
Cc1ccc(CNC(=O)[C@H](Cc2ccccc2)NC(=O)c2ccco2)cc1	0.2%[50 µM]
Cc1cc(C)n2nc(C(=O)N(C)c3c(N)n(Cc4ccccc4)c(=O)[nH]c3=O)nc2n1	1.1%[50 µM]
COc1cc(NC(=O)c2ccccc2)c(OC)cc1NC(=O)CN1C(=O)NC2(CCCCC2C)C1=O (stereo not given)	0.4%[50 µM]
Cc1cc(C(=O)OCC(=O)Nc2c(Cl)cccc2C(F)(F)F)c(C)o1	0.9%[50 µM]
CCCCn1c(SCC(=O)Nc2cc(C)on2)nc2cc(S(N)(=O)=O)ccc21	0.4%[50 µM]
CC(C)CN(C(=O)CC(C)c1ccccc1)c1c(N)n(Cc2ccccc2)c(=O)[nH]c1=O (stereo not given)	0.3%[50 µM]
O=C(N[C@@H]1CCC(=O)N(CC[C@H](Sc2ccc(Br)cc2)c2ccccc2)CC1)OCc1ccccc1	-0.1%
C#CCOCCOCCOCCNc1nc(N2CCN(C(=O)CCCCCCCCCCNC(=O)Cn3cc(CCCCCN)nn3)CC2)nc(N2CCN(C(=O)CCCCCCCCCCNC(=O)[C@H](CO)n3cc(CCCCCN)nn3)CC2)n1	-2.1%
c1ccc(COc2ncnc3c2ncn3CCCN2CCN(c3ccccn3)CC2)cc1	-0.1%
CCOC(=O)c1cn(C2CC2)c2c(F)c(NCCCN(C)C)c(F)cc2c1=O	0.1%
C[C@H](CO)N1C[C@H](C)[C@@H](CN(C)Cc2ccncc2)Oc2c(NC(=O)c3ccncc3)cccc2C1=O	-0.3%
CC1=NN(C)C(=O)C1Cc1c(F)cccc1Cl (stereo not given)	-0.4%
COc1ccccc1CNC(=O)CCCN1C(=O)NC2(CCCC2)C1=O	1.0%[50 µM]
Cc1ccsc1C(=O)NNC(=O)c1csc(N2CCOCC2)n1	-1.3%
CCN(CC(=O)NCC(=O)Nc1ccc(Br)cc1C)Cc1ccccc1	1.6%[50 µM]
O=C(c1ccccc1)N1CCC(=O)N(C(CO)Cc2ccccc2)CC1 (stereo not given)	0.3%
COC(=O)[C@@]12CCCCN1[C@H](c1ccc(-c3ccc(Cl)c(Cl)c3)c(OC)c1)[C@H]1C(=O)N(C)C(=O)[C@H]12	0.6%
COc1cc(-c2nc3ccccn3c2NCc2ccccc2)ccc1SC1CCCCC1	3.7%
COc1cc(O)c2c(=O)c3c(O[C@H]4O[C@@H](CO)[C@H](O)[C@@H](O)[C@@H]4O)ccc(O)c3oc2c1	1.5%
CC(C)[C@H](NC(=O)OCc1ccccc1)C(=O)NC(C=O)Cc1ccccc1 (stereo not given in full)	-0.6%
C=CCC[C@H](Cc1ccc(F)cc1)C(=O)OC[C@@H](NC(=O)[C@@H](CC=C)CC(=O)N[C@H](CO)Cc1ccccc1)C(C)(C)C	-0.1%
O=C1/C(=C/c2ccccc2)CCc2ccc(Cl)nc21	1.2%
CCOc1ccc(CCNC(=O)C2CC(=O)N(c3ccccc3OCC)C2)cc1OCC (stereo not given)	1.1%[50 µM]
O=C(CN1C(=O)C2CCCCC2C1=O)Nc1cccc(C(F)(F)F)c1 (stereo not given)	2.1%
CCOC(=O)Nc1cc(N)ncn1	-3.0%
Cc1cc(C)c(OCC(=O)Nc2ccccc2N2CCCCC2)c(C)c1	0.6%[50 µM]
CC(=O)N1CCN(CC(C)(C)NS(=O)(=O)c2ccccc2)CC1	0.8%[50 µM]
O=C(O)CCC(=O)OCc1c(-c2ccccc2)ncc2ccccc12	1.8%
O=C(COc1cccc(C(F)(F)F)c1)NNC(=O)Cn1c(=O)cnc2ccccc21	-1.0%
CC(=O)N1CCN(C(=O)c2cc(S(=O)(=O)N3CCN(c4ccccc4)CC3)ccc2Cl)CC1	1.2%[50 µM]
CCNc1ccc(C(=O)OCC(=O)Nc2cc(C)on2)cc1[N+](=O)[O-]	0.5%[50 µM]
CCOC(=O)C1(NC(=O)CN2C(=O)c3ccccc3C2=O)CCCC1	2.8%
CCN1C(=O)N[C@@H](c2cccc(C(F)(F)F)c2)[C@H](C(=O)OC)[C@H]1C	0.0%
C[C@H](CO)N1C[C@H](C)[C@@H](CN(C)S(=O)(=O)c2cn(C)cn2)Oc2ccc(NC(=O)C3CC3)cc2C1=O	2.0%
C=CC[C@@H](CC(=O)N[C@H](CO)Cc1ccccc1)C(=O)N[C@H](COC(=O)[C@@H](CC=C)Cc1ccc(F)cc1)Cc1c[nH]c2ccccc12	1.8%
CC(=O)c1c(C)[nH]c(C(=O)OCC(=O)N2CC(C)OC(C)C2)c1C (stereo not given)	0.3%[50 µM]
CC(=O)Nc1ccc(S(=O)(=O)N(C)CC(=O)OCC(=O)N(C)C2CCS(=O)(=O)C2)cc1 (stereo not given)	-0.2%[50 µM]
COc1cc(OC)c2c(-c3cccc(-c4ccc(NC(C)=O)cc4)c3)cc(=O)oc2c1	0.0%
CC(=O)Nc1ccc(SC[C@H](Cc2ccccc2)N2CC[C@@H](O)CCC2=O)cc1	0.6%
Cc1cc(=O)oc2cc(OCC(=O)Nc3ccc(F)cc3F)ccc12	0.6%[50 µM]
O=C(CCCCn1cnc2c(=S)nc[nH]c21)Nc1ccc(C(=O)O)c(O)c1	-1.4%
Cc1ccc(-n2nc3c(c2NC(=O)c2ccco2)CS(=O)C3)c(C)c1 (stereo not given)	1.1%[50 µM]
CCOC(=O)N1CCN(C(=O)COC(=O)c2cccc(C)c2[N+](=O)[O-])CC1	1.7%[50 µM]
CCCCN1C(=O)C(=O)N(CC(=O)Nc2ccc(OC(F)(F)F)cc2)C1=O	2.5%

The listing continues.
molecule	K1F lysis inhibition
Cc1ccc(-c2csc(NC(=O)C3CSC4(C)CCC(=O)N34)n2)cc1 (stereo not given)	-1.4%
CCCCCCCCN1[C@@H](CC(=O)OCC)c2ccc(C(F)(F)F)cc2S1(=O)=O	0.6%
C=CC(=O)Nc1ccc(N(C)c2ccnc(Nc3ccc(N4CCN(C)CC4)cc3)n2)cc1	-0.1%
CCOc1ccc(C(=O)NCC2CCCN2S(=O)(=O)c2cccs2)cc1 (stereo not given)	0.6%[50 µM]
CC(=O)c1ccc(NC(=O)CN2C(=O)NC(C)(C3CCCCC3)C2=O)cc1 (stereo not given)	0.8%[50 µM]
COc1ccc(C(=O)Nc2ccncc2)cc1S(=O)(=O)N1CCOCC1	0.2%[50 µM]
COC(C/C=C\[C@@H](O)[C@H](C)OCc1ccccc1)OC	1.1%
COc1cc(OC)cc(-c2c(-c3cccs3)c3cc(Br)ccc3n2C)c1	0.2%
Cc1ccc(C(CNS(=O)(=O)c2cc(F)ccc2F)N2CCN(C)CC2)cc1 (stereo not given)	1.3%[50 µM]
CC1(C)C/C(=N/Nc2ccc([N+](=O)[O-])cc2[N+](=O)[O-])C(C)(C)O1	-1.0%
Cc1cn(CC(=O)NCCCN2CCCC2=O)c(=O)[nH]c1=O	0.3%
COc1ccc(OC)c(NC(=O)CSc2nc(=O)n(CCN3CCOCC3)c3c2CCCC3)c1	1.3%[50 µM]
C=CCNc1nc(C(=O)OC(C)C(=O)c2ccc(C)cc2)cs1 (stereo not given)	0.6%[50 µM]
Cc1ccc(Nc2nc(NCCO)nc(N3CCCC3)n2)cc1	-0.5%
O=C(N[C@@H](Cc1ccccc1)C(=O)CCl)OCc1ccccc1	-5.5%
Cc1nc2c(Br)cc(Br)cc2c(=O)n1-c1ccccc1NC1OCC(O)C(O)C1O (stereo not given)	0.3%
CCOC(=O)N1CCC(NCCNC(=O)c2cccc(F)c2)CC1	0.8%
O=C1OC(c2ccccc2)C(O)=C1c1ccccc1 (stereo not given)	0.4%
CCCCN1C(=N)N([C@@H](CCC)CN2CCC[C@H]2CN2C(N)=NC[C@@H]2Cc2ccccc2)C[C@H]1Cc1ccccc1	?
COc1ccccc1-c1sc2cc3c(cc2c1-c1ccc(OCCN2CCOCC2)cc1)OCO3	0.1%
CC(C)(C)OC(=O)NCCCCCNC(=O)c1nc[nH]c1C(=O)N1CCc2ccccc2C1	-0.7%
COc1ccc(S(=O)(=O)N2CCOCC2)cc1C(=O)NCC(c1ccco1)N1CCCC1 (stereo not given)	1.1%[50 µM]
CC1CCCN(S(=O)(=O)c2cc(C(=O)NCCc3ccc(S(N)(=O)=O)cc3)ccc2Cl)C1 (stereo not given)	-1.6%
CN(CC(=O)Nc1ccc(F)cc1)C(=O)c1cccc(S(=O)(=O)N2CCN(c3ccc(F)cc3)CC2)c1	1.0%[50 µM]
CCOC(=O)C1=C(COC(=O)c2ccc(OC)c(OC)c2OC)NC(=O)NC1C (stereo not given)	1.1%[50 µM]

Looked up above:
C=CCNc1nc(C(=O)OC(C)C(=O)c2ccc(C)cc2)cs1 (stereo not given) @ K1F lysis inhibition = 0.6%[50 µM]
CCOc1ccc(C(=O)NCC2CCCN2S(=O)(=O)c2cccs2)cc1 (stereo not given) @ K1F lysis inhibition = 0.6%[50 µM]
CCOC(=O)N1CCC(NCCNC(=O)c2cccc(F)c2)CC1 @ K1F lysis inhibition = 0.8%
O=C1OC(c2ccccc2)C(O)=C1c1ccccc1 (stereo not given) @ K1F lysis inhibition = 0.4%

The main list resumes, repeating the 2 entries before the break.
molecule	K1F lysis inhibition
CN(CC(=O)Nc1ccc(F)cc1)C(=O)c1cccc(S(=O)(=O)N2CCN(c3ccc(F)cc3)CC2)c1	1.0%[50 µM]
CCOC(=O)C1=C(COC(=O)c2ccc(OC)c(OC)c2OC)NC(=O)NC1C (stereo not given)	1.1%[50 µM]
Cc1cccc(C(=O)O[C@H]2[C@H](Cc3ccccc3)NS(=O)(=O)[C@H]3CC4C=C[C@]23O4)c1	-1.0%
O=[N+]([O-])c1ccc(Nc2cccc3c2[nH]c2c(-c4ccccc4)nccc23)c([N+](=O)[O-])c1	1.1%
CCc1nnc(NC(=O)c2ccc(OC)c(S(=O)(=O)N3CCCC3)c2)s1	0.6%[50 µM]
C[C@@]12C(=O)N(CC3CCCO3)CC(=O)N1[C@@H]1c3ccccc3OC[C@@H]1[C@@H]2c1ccccc1 (stereo not given in full)	-0.1%
COc1ccc(OC)c(S(=O)(=O)NCC(c2ccco2)N2CCc3ccccc3C2)c1 (stereo not given)	-0.1%[50 µM]
CN[C@H]1CCc2cc(OC)c(OC)c(OC)c2-c2ccc(OC)c(=O)cc21	4.8%
CC1CN(C(=O)c2ccc(Cl)c(S(=O)(=O)NCc3ccco3)c2)CC(C)O1 (stereo not given)	0.8%[50 µM]
COc1ccc(NC(=O)COc2coc(CN3c4ccccc4CC3C)cc2=O)cc1 (stereo not given)	0.6%[50 µM]
CN(CC(=O)Nc1ccc(Cl)cc1F)C1=NS(=O)(=O)c2ccccc21	5.2%
COc1ccccc1-c1oc2ccccc2c1C#CC1(N)CCCCC1	-2.1%
Cc1ccc(S(=O)(=O)Nc2c(C)nn(C)c2C)c(C)c1	0.3%[50 µM]
COc1ccc(N2CCN(C(=O)COC(=O)c3cnccn3)CC2)cc1	0.5%[50 µM]
CCCn1c(N)c(C(=O)CSc2ncnc3sccc23)c(=O)n(C)c1=O	0.8%[50 µM]
c1ccc2scnc2c1	-0.7%
COc1ccc(OC)c(C(=O)CN2C(=O)C(=O)N(C3CCCC3)C2=O)c1	1.6%
ONC(=Nc1ccccc1Cl)c1c(F)cccc1F	0.5%
O=C(NC1CCCCCC1)c1c(O)nc2sccn2c1=O	-0.9%[50 µM]
Nc1ccc(-c2cc3ccccc3c(=O)o2)cc1	1.1%
O=C(OCC1OC(n2ccc(=O)[nH]c2=O)C2OC12)c1ccccc1 (stereo not given)	2.2%
COc1ccc(CCNC(=S)N2CCN(S(=O)(=O)c3ccccc3)CC2)cc1	0.7%[50 µM]
COc1ccc(NC(=O)CCOc2ccccc2C)cc1S(=O)(=O)N1CCCCC1	0.0%[50 µM]
NC(=O)c1ccsc1NC(=O)COC(=O)c1ccccn1	0.6%[50 µM]
CN(C)CCN1C(=O)c2ccccc2C1=O	1.6%
COc1ccc(CCC(=O)OCC(=O)NCc2ccccc2)cc1	1.0%[50 µM]
O=C(c1ccc2ccccc2c1)N1CCOCC1	1.2%[50 µM]

A portion taken from the entries so far:
molecule	K1F lysis inhibition
COc1ccc(OC)c(S(=O)(=O)NCC(c2ccco2)N2CCc3ccccc3C2)c1 (stereo not given)	-0.1%[50 µM]
CN[C@H]1CCc2cc(OC)c(OC)c(OC)c2-c2ccc(OC)c(=O)cc21	4.8%
CC1CN(C(=O)c2ccc(Cl)c(S(=O)(=O)NCc3ccco3)c2)CC(C)O1 (stereo not given)	0.8%[50 µM]

(further entries)
molecule	K1F lysis inhibition
COc1ccccc1NC(=O)c1ccc2c(=O)n3c(nc2c1)CCC3	0.8%[50 µM]
CCOc1ccc(CCNC(=O)c2cccc(S(=O)(=O)N3CCCC3)c2)cc1OCC	0.6%[50 µM]
O=C(O)C1CC=CCC1C(=O)NCc1ccc(Cl)c(Cl)c1 (stereo not given)	0.9%
O=C(Nc1ccccc1)Nc1ccc(Cl)nc1Cl	-0.1%
